Screening data from PubChem BioAssay.
TDP1 cell CPT: DT40-hTDP1 cell growth loss with CPT. Potency, µM (top dose mostly 46.2 µM), without a hit: at the highest dose activity change, negative = growth inhibition, hits mostly inhibitors. chicken DT40 Tdp1-/-;hTDP1 cells + 20 nM CPT, ATP luminescence, 48 h. actives 12% (n = 420,000); further: nearly all actives have a fitted effect of over 55% in size
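Chicken DT40 Tdp1-/- cells stably complemented with human TDP1 were seeded at 400 cells/well in medium containing 20 nM camptothecin, exposed to pin-transferred compounds, and grown at 37 °C for at least 48 hr. Viability was read as ATP luminescence.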
TDP1 inh: TDP1 (human) enzyme inhibition. Q9NUW8. recombinant TDP1, AlphaScreen DNA substrate cleavage. Potency, µM (series often up to 130 µM), for inactives: top-dose activity change, negative = inhibition, hits mostly inhibitors. actives 0.28% (n = 350,000). AID 485290; further: nearly all actives have a fitted effect of over 40% in size
Target sequence (Q9NUW8 whole entry, looked up): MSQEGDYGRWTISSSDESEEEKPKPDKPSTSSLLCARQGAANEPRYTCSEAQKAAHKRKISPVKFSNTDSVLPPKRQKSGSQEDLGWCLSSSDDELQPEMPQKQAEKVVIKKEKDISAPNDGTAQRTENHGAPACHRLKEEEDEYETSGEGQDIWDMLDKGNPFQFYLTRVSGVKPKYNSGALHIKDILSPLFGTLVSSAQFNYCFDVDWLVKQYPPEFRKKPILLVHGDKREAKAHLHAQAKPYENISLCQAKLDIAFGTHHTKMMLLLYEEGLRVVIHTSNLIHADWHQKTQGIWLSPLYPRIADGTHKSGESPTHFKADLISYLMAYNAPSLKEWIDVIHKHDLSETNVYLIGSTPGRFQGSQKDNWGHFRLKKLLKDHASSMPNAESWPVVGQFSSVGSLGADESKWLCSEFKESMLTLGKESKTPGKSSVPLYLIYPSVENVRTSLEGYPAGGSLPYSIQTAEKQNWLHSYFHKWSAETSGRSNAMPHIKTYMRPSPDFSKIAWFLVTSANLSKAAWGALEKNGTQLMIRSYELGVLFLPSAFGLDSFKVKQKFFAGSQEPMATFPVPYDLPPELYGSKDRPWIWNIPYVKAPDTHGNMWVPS
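Here, a 5' biotin and 3' phosphotyrosine-FITC DNA oligonucleotide reports Tdp1 activity: intact substrate bridges AlphaScreen beads, while cleavage leaves a 3' phosphate and drops signal. All incubations at room temperature.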
DT40 TDP1 no CPT: qHTS for Inhibitors of human tyrosyl-DNA phosphodiesterase 1 (TDP1): qHTS in cells in absence of CPT. DT40 Tdp1-/- hTDP1 cells, no CPT, ATP luminescence, 48 h. Potency, µM (titrated, usually from 46.2 µM), without a hit: at the top dose activity change, negative = growth inhibition, usual class: inhibitors. actives 15% (n = 420,000). AID 686978, 2013; further: nearly all actives have a fitted effect of over 55% in size
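Seeded 400 DT40-hTDP1 cells/well (vehicle DMSO, no 20 nM CPT); pinned compounds; ≥48 hr at 37 °C; CellTiter-Glo luminescence as viability measure.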
* = called active by the depositor; u = inconclusive; x = no result given; [ ] = another dose, or the depositor's remark. The call rests on the fitted dose curve; in most records, active means well fitted curve in the direction sought with a large enough effect; inconclusive means small, poorly fitted or top-dose-only effect, or another doubt; inactive means no such curve, though single readings can be large; an effect the other way counts as inactive or inconclusive. On the % scale 0 is the no-effect control and ±100 the full control effect; potency means the concentration at half of the fitted maximal effect.

SMILES	TDP1 cell CPT	TDP1 inh	DT40 TDP1 no CPT
O=C(OCC(=O)N1CCc2ccccc21)c1ccccn1	-11%	8%	-3%
COc1ccc(OC)c(C2SCCN2S(=O)(=O)c2cccc(C(F)(F)F)c2)c1 (stereo not given)	16µM*	2%	u
CCc1ccccc1NC(=O)c1nnn(CC(=O)Nc2c(C)cc(C)cc2C)c1N	12%	2%	-13%
Cc1nc(N2CCN(c3ccccn3)CC2)c2c(C)c(C(=O)Nc3c(F)cc(F)cc3Br)sc2n1	16µM*	5%	13µM*
COCCN1C(=O)c2oc3ccccc3c(=O)c2C1c1ccc(C(=O)OC)cc1 (stereo not given)	-11%	7%	-4%
Cc1ccc(S(=O)(=O)N(C)c2ccc(C(=O)NCc3ccccn3)cc2)cc1	u	-8%	u
O=C(Cn1c(=O)n(Cc2ccc(F)cc2)c(=O)c2sc3ccccc3c21)Nc1ccc(F)cc1F	u	6%	u
COc1ccc(CN2CCNC(=O)C2CC(=O)N(Cc2nccn2C)C(C)C)c(OC)c1 (stereo not given)	-4%	x	11%
NC(=O)CSc1cn(Cc2ccc(F)cc2)c2ccccc12	u	1%	u
CC(=NNS(=O)(=O)c1ccc(C)cc1)c1ccccc1	13%	x	-5%
O=S(=O)(O/N=C1\CCCc2ccccc21)c1ccc(Cl)cc1	2%	0%	-9%
CCOc1ccc2ccccc2c1C1NC(=S)N(C)C(C)=C1C(=O)OC (stereo not given)	u	4%	u
Cc1[nH]c2ccccc2c1C(=O)CSC(=S)N1CCN(C)CC1	u	7%	u
Cc1ccc(NC(=O)C2CCN(c3nc4ccccc4nc3C(F)(F)F)CC2)cc1C	u	0%	u
CN(C)c1ccc(C(CNC(=O)c2ccccc2)N2CCc3ccccc32)cc1 (stereo not given)	7.3µM*	14%	15µM*
COc1ccc(C(=O)NN2CCOCC2)cc1	5%	1%	3%
CC(C)(C)OC(=O)CNC(=O)c1[nH]cnc1C(=O)N[C@@H](Cc1ccccc1)C(=O)OC(C)(C)C	u	7%	u
CNS(=O)(=O)c1cc(Nc2ncnc3sccc23)ccc1C	15µM*	x	u
COc1ccc(NC(=O)c2cc(C3CCCCN3C(=O)CCc3ccccc3)on2)c(C)c1 (stereo not given)	u	x	u
CN(C(=O)c1ccoc1)c1ccc2ccccc2c1	13µM*	4%	u
COc1ccc(CNC(=O)CCc2c(C)c3cc4c(C)c(C)oc4cc3oc2=O)cc1	u	-2%	u
Cc1c(-c2nn(C)c(=O)c3ccccc23)oc2ccc(F)cc2c1=O	u	3%	u
COc1ccc(CNC(=O)CN(Cc2ccco2)C(=O)CNS(=O)(=O)c2ccccc2)cc1	u	x	-25%
Cc1cccc(-n2c(=O)c3c(c4cc(C)ccc4n3C)n(Cc3ccccc3F)c2=O)c1	-14%	3%	u
Cc1cc(C)cc(N2C(=O)C3CC=CCC3C2=O)c1 (stereo not given)	0%	7%	-22%
(list continues)
SMILES	TDP1 cell CPT	TDP1 inh	DT40 TDP1 no CPT
COc1ccccc1CNC(=O)C1CCC(CNS(=O)(=O)c2cccs2)CC1 (stereo not given)	-27%	-1%	-25%
Cc1cn([C@H]2C[C@H](O)[C@@H](/C=C/C(=O)NCCN3CCOCC3)O2)c(=O)[nH]c1=O	-12%	x	12%
Cc1ccc(-n2nc3c(c2NC(=O)C(C)(C)C)CS(=O)(=O)C3)cc1	-5%	2%	-24%
COc1ccc(-c2nn3c(=O)cc(CN4CCN(C(=O)Nc5cc(C)ccc5C)CC4)nc3s2)cc1	-9%	3%	u
CCOc1ccccc1NC(=O)CCc1nc(-c2cccc(C)c2)no1	u	-2%	u
Cc1ccccc1CCN1CCCC(CN(C)C(=O)C(=O)c2ccco2)C1 (stereo not given)	-4%	3%	-20%
COCCN(C(=O)CCN1C(=O)C2CC=CCC2C1=O)c1c(N)n(CC(C)C)c(=O)[nH]c1=O (stereo not given)	11%	0%	16%
Cc1cccc(NC(=O)Cn2c(=O)ccc3cc(S(=O)(=O)N4CCCC4)ccc32)c1C	u	4%	16µM*
COc1ccccc1C(=O)N[C@@H]1c2ccccc2C2(CCN(Cc3cnn(C)c3C)CC2)[C@H]1O	u	x	u
CCn1cc(C(=O)NCc2cccc(C(F)(F)F)c2)c(=O)c2ccc(C)nc21	-9%	x	-3%
COCCn1c(C)cc(O)c(C(c2ccccc2)N2CCN(c3ccccc3)CC2)c1=O (stereo not given)	-6%	-3%	-6%
CCOC(=O)c1c(C)nc2sc3c(=O)n(-c4ccc(C(C)=O)cc4)nnc3c2c1-c1ccc(Cl)cc1	u	0%	16µM*
COc1ccc(NC(=O)c2c(Cl)n(C)c3ccccc23)cc1	8.2µM*	-1%	8.2µM*
CC(C)=CCOc1ccc2c(C)c(CC(=O)N3C[C@H]4C[C@@H](C3)c3cccc(=O)n3C4)c(=O)oc2c1C	u	x	u
COc1cc(C)c(Br)cc1S(=O)(=O)NCc1ccncc1	10µM*	3%	9.2µM*
O=P(O)(c1ccc(Cl)cc1)c1ccc(Cl)cc1	-11%	4%	-2%
COc1ccccc1C(=O)Nc1nnc(SCc2cc(=O)c3cc(Cl)ccc3[nH]2)s1	u	5%	u
CCOc1ccc(C2Sc3ccccc3NC3=C2C(=O)OC3)cc1 (stereo not given)	u	5%	u
CCOc1ccc(-n2c(SCC(=O)O)nc3sc4c(c3c2=O)CCCC4)cc1	17%	1%	2%
Cc1ccc(S(=O)(=O)Nc2ccc3c(c2)CCCN3C(=O)c2cccs2)cc1C	21µM*	6%	16µM*
CC(C)N(C(=O)[C@H]1C[C@H](CC(=O)NCc2cccc(C(F)(F)F)c2)C(=O)N2CCc3c([nH]c4cc(-c5ccco5)ccc34)[C@]12C)C(C)C	u	3%[56.1 µM]	u
O=C(Nc1cccc(OCC(=O)N2CCOCC2)c1)C1CCCCC1	-4%	5%	-2%
CCOC(=O)N1CCc2c(sc3c2C(=O)NC(c2ccc(N(C)C)cc2)N3)C1 (stereo not given)	2.3µM*	5%	3.7µM*
CCc1cc(=O)oc2c(CN3CCN(C)CC3)c(O)c(Cl)cc12	-8%	-1%	-14%
O=C(NCc1nnnn1-c1ccc(Cl)cc1)C(=O)c1c[nH]c2ccccc12	-2%	x	-25%

Whole records, quoted from the list.
COc1ccccc1C(=O)Nc1nnc(SCc2cc(=O)c3cc(Cl)ccc3[nH]2)s1 as listed: TDP1 cell CPT: u; TDP1 inh: 5%; DT40 TDP1 no CPT: u
CC(C)N(C(=O)[C@H]1C[C@H](CC(=O)NCc2cccc(C(F)(F)F)c2)C(=O)N2CCc3c([nH]c4cc(-c5ccco5)ccc34)[C@]12C)C(C)C as listed: TDP1 cell CPT: u; TDP1 inh: 3%[56.1 µM]; DT40 TDP1 no CPT: u

Remaining list, next part
SMILES	TDP1 cell CPT	TDP1 inh	DT40 TDP1 no CPT
Cc1ccc(/C=N\NC(=O)Cn2nnc3ccccc32)o1	0%	2%	0%
O=C(C1CCCN(S(=O)(=O)c2ccc(Br)s2)C1)N1CCN(c2ccccc2F)CC1 (stereo not given)	u	2%	23µM*
Cn1c(=O)n(C)c2cc(NS(=O)(=O)c3ccccc3)c(NCc3ccccc3)cc21	15µM*	10%	u
CCc1cc2cc(C(=O)N3CCN(c4ccccc4)CC3)sc2s1	-14%	3%	u
CCc1ccc(S(=O)(=O)NCc2csc(C)n2)s1	u	2%	u
CCCCn1c(N)c(N(CC(C)C)C(=O)c2cc(Cl)nc3ccccc23)c(=O)[nH]c1=O	5%	5%	-3%
COC(=O)c1ccc(/C=N/NC(=O)C(=O)NCc2ccccc2)cc1	3%	6%	-1%
COCCN(CC(=O)Nc1ccccc1C(F)(F)F)C(=O)/C=C/c1cc(Cl)c2c(c1)OCCO2	u	x	u
COc1ccccc1-n1c(-c2ccco2)n[nH]c1=S	-7%	x	-8%
O=C(NCCc1ccccn1)c1cccc(S(=O)(=O)N2CCc3ccccc32)c1	u	7%	u
Cc1cccnc1NC(=O)Cn1nc(C)c([N+](=O)[O-])c1C	-24%	3%	-23%
O=C(NC(=S)Nc1ccc(Br)cc1)C1CCCCC1	0%	3%	-13%
COc1ccc(C)cc1-n1nnnc1SC(C)C(=O)NC1CCCC1 (stereo not given)	u	-4%	u
N#Cc1cc2c(nc1SCc1ccncc1)CCC2	18µM*	5%	u
Nc1nc2n(n1)C(c1ccco1)CC(c1ccc(F)cc1)N2 (stereo not given)	3%	0%	4%
O=S(=O)(/N=S1/CC=CCN1S(=O)(=O)c1ccccc1)c1ccccc1 (stereo not given)	u	12%	x
COC(=O)C[C@H]1C=C[C@H](NC(=O)Cc2ccccc2)[C@@H](CO)O1	-4%	x	5%
COc1cc(C2C3C(=O)N(Cc4ccccc4)C(=O)C3ON2c2ccccc2)cc(OC)c1O (stereo not given)	u	7%	u
Cc1ccc(Nc2nnc(SCC(=O)Nc3ccc(S(=O)(=O)N4CCOCC4)cc3)s2)cc1	-1%	2%	-28%
CCOc1ccc(CCNC(=O)c2c(C)oc3ncn(CC(C)C)c(=O)c23)cc1	u	5%	u
CCc1ccccc1N1C(=O)c2cccc3c(N4CCOCC4)c([N+](=O)[O-])cc(c23)C1=O	u	10%	u
COc1ccc(C(CNC(=O)CCNS(=O)(=O)c2ccc(Br)cc2)N2CCCC2)cc1 (stereo not given)	u	-4%	u
C/C(Cc1nnn(-c2cc(C)on2)n1)=N\O	5%	4%	-1%
COC(=O)C1=C(C(=O)OC)C(c2cc(Cl)ccc2O)c2sc(=O)[nH]c2S1 (stereo not given)	-8%	0%	-22%
COCCCn1cc(CN2CC(N3CCN(C4CCN(C)CC4)CC3)CS2(=O)=O)nn1 (stereo not given)	1%	x	-14%
Further structures
SMILES	TDP1 cell CPT	TDP1 inh	DT40 TDP1 no CPT
COc1ccc2c(c1)c1c(c(=O)n(CCc3ccccc3)c(=O)n1Cc1cccc(F)c1)n2C	-3%	3%	-3%
Cc1ccc(-n2nc(C(=O)N3CCN(c4cc(Cl)ccc4C)CC3)c(=O)n(C)c2=O)cc1	u	7%	u
C=C(C)c1cccc(C(C)(C)NC(=O)Nc2cccnc2)c1	-23%	x	-25%
COc1ccc(/C=N/NC(=O)CN(C2=NS(=O)(=O)c3ccccc32)c2ccccc2)cc1	-10%	-1%	u
O=C(NCc1ccccc1CN1CCCC1)C1CCN(C(=O)c2ccc(Cl)cc2)CC1	-18%	x	-23%
CCOc1ccccc1OCC(=O)OCC(=O)NNC(=O)c1ccc([N+](=O)[O-])cc1	0%	5%	-2%
S=C(NN=C(C1CC1)C1CC1)Nc1ccccc1	21µM*	5%	u
CC(C)C[C@H](NC(=O)c1nc[nH]c1C(=O)NCc1ccc(CNC(=O)OC(C)(C)C)cc1)C(=O)OC(C)(C)C	26µM*	x	16µM*
Cc1ccc(C(=O)N2CCN(c3ccccc3)CC2)cc1S(=O)(=O)N1CCCC1	29µM*	3%	u
CC(C)N1CCC(N2CCN(C3CCCCC3)CC2CCO)CC1 (stereo not given)	8%	-2%	12%

Retrieved one by one from the entries so far (2):
SMILES	TDP1 cell CPT	TDP1 inh	DT40 TDP1 no CPT
C=C(C)c1cccc(C(C)(C)NC(=O)Nc2cccnc2)c1	-23%	x	-25%
Cc1ccc(C(=O)N2CCN(c3ccccc3)CC2)cc1S(=O)(=O)N1CCCC1	29µM*	3%	u

An excerpt from above with just DT40 TDP1 no CPT and TDP1 inh.
| SMILES | DT40 TDP1 no CPT | TDP1 inh |
| --- | --- | --- |
| Cc1ccc(-n2nc3c(c2NC(=O)C(C)(C)C)CS(=O)(=O)C3)cc1 | -24% | 2% |
| COc1ccc(-c2nn3c(=O)cc(CN4CCN(C(=O)Nc5cc(C)ccc5C)CC4)nc3s2)cc1 | u | 3% |

2 entries from above, with each value named.
O=C(NCc1ccccc1CN1CCCC1)C1CCN(C(=O)c2ccc(Cl)cc2)CC1
  TDP1 cell CPT: -18%
  TDP1 inh: x
  DT40 TDP1 no CPT: -23%

C=C(C)c1cccc(C(C)(C)NC(=O)Nc2cccnc2)c1
  TDP1 cell CPT: -23%
  TDP1 inh: x
  DT40 TDP1 no CPT: -25%
